From PubChem
S100A4 inh HTS – inhibitors of S100A4-myosin IIA peptide binding, primary screen, biochemical, fluorescence polarization, TAMRA-MyoIIA peptide; Protein S100-A4 (Homo sapiens), P26447; hit rate 0.14% among 360,000; inhibition, % at 10.7 µM;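 active means mean inhibition of at least 70% across replicates, with every replicate also reaching that level; inconclusive means mean inhibition reaches 70% but some replicates fall short; inactive means mean inhibition below 70%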
Target sequence (P26447 whole entry, looked up): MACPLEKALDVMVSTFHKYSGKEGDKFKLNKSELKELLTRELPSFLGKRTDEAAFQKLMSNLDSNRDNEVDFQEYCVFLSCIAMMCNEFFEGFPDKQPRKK
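Test system – S100A4 monomer (human) · Compound – single-point compound testing · Schedule – 5 min incubation before reading · Probe or stimulus – TAMRA-labelled myosin IIA heavy-chain peptide probe, 5 nM · Benchmarks – neutral control DMSO, positive control TFP · Medium – Calcium-containing HEPES buffer, pH 7.2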
E-sel inducer – E-selectin induction in HUVECs, primary screen, imaging, HUVEC, immunofluorescence imaging, single point; P16581; normalized: neutral wells 0, TNF-alpha wells 100; activation, % at 7.58 µM; hit rate 0.37% among 260,000; AID 686992, 2013;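 active means mean E-selectin-positive cell signal at least 10% of the positive control, reached in at least 60% of replicates, without over 20% cell loss; inconclusive means no rule given, readout overlaps actives, possibly toxicity-flagged; inactive means the rest, including those meeting only one limit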;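 further: in these data hits start at about 27%; measured in HUVEC primary endothelial cells; signal is the percent of cells scored E-selectin positive by PE staining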
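Test system: HUVEC; input: 3,000 HUVEC/well; measured by: immunofluorescence imaging; read-out: % PE-positive cells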
esBAF inh – Bmi1 luciferase reporter increase in mESCs, primary screen, esBAF inhibitor project, mouse ES cells, Bmi1 luciferase knock-in, single point; 24 h; 100% = twice the neutral-well signal; reporter increase, % at 12.5 µM; hit rate 2% among 350,000; AID 602393, 2012; in the data active means activation above about 40%; inconclusive means no clear call, values can overlap the other calls;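 further: 0% = median of the plate's neutral control wells and 100% = double that signal; a rise in the Bmi1 reporter signal indicates esBAF inhibition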
Xi reactivation – activators of inactive X chromosome reactivation, primary screen, imaging, XiGFP fibroblasts, GFP high-content imaging, set 2 | XiGFP mouse fibroblasts, % GFP-positive cells imaging, 3 d; cells co-treated with 5-aza-dC sensitizer; scaled so ellipticine positive control = 100% | activation, % at 7.58 µM | hit rate 0.055% among 360,000 | AID 743238, 2013;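 active means mean normalized replicate activation at least 10% and every replicate at or above 10%; inconclusive means only one of the two criteria met; inactive means mean below 10% and not all replicates reach 10%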;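 further: 0% = median of on-plate neutral control wells and 100% = ellipticine 6 µM median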
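Assay system: SV40-immortalized XiGFP fibroblast cells, line 68-5-11; buffer or medium: DMEM plus 5-aza-dC sensitizer; compound: one concentration, pinned; timing: compounds 3 days, fix/stain 15 min at room temperature; benchmarks: positive control ellipticine, 6 µM final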
EWS-Fli inh – EWS/Fli-driven NR0B1 reporter inhibitors, primary screen, A673 cells, NR0B1 luciferase, luminescence, MLPCN library | inhibition, % at 12.6 µM | viability-normalised | hit rate 0.67% among 350,000;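 active means mean inhibition of at least 50% after viability correction, with every replicate also passing that limit; inconclusive means mean reaches 50% but only one of two replicates passes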;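 further: firefly luciferase signal divided by Alamar Blue viability fluorescence both relative to DMSO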
RAD54 branch – inhibitors of human RAD54 branch migration, primary screen, biochemical, fluorescence, single point; DNA repair and recombination protein RAD54-like (Homo sapiens), Q92698; inhibition, % at 10.4 µM; hit rate 0.14% among 360,000; RAD54 Holliday junction branch migration, FAM/BHQ fluorescence;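 active means mean normalized replicate activity at least 40 and at least half of replicates scoring 40 or more; inconclusive means only one of the two criteria met; inactive means mean below 40 and under half of replicates reaching 40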;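 further: 0% = median of neutral control wells and 100% = median of positive control wells; inhibitors cause a drop in the FAM fluorescence signal; in these data hits start at about 50%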
FN deposition inh – inhibitors of fibronectin matrix deposition, primary screen, AH1F cells, Alexa488-fibronectin fluorescence, plate reader | AH1F fibroblasts, overnight | inhibition, % at 12.6 µM | hit rate 0.086% among 350,000;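 active means mean inhibition across replicates of 30% or more, regardless of how many single replicates reach that level; inconclusive means mean under 30% yet at least half of replicates reach 30%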;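 further: positive control wells lacked labelled fibronectin entirely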
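Schedule: 1 h cell adhesion before compound, then overnight fibronectin incubation; test system: AH1F fibroblast monolayer depositing Alexa488-labelled fibronectin into matrix; quantity: 10000 AH1F cells per well; probe or stimulus: fluorescent fibronectin at 24 nM final; signal: fluorescence, ex 485 nm, em 525 nm; evaluation: percent inhibition as loss of matrix-bound fibronectin fluorescence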
RAD52 anneal inh – RAD52 DNA annealing inhibitors, primary screen, biochemical, FRET, single point, set 2 | DNA repair protein RAD52 homolog (Homo sapiens), P43351 | recombinant RAD52 DNA annealing, FRET fluorescence | hit rate 0.46% among 360,000 | inhibition, % at 18.7 µM;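 active means every replicate showing at least 50% inhibition; inconclusive means mean inhibition at least 50% but not in every replicate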
Target sequence (P43351 whole entry, looked up): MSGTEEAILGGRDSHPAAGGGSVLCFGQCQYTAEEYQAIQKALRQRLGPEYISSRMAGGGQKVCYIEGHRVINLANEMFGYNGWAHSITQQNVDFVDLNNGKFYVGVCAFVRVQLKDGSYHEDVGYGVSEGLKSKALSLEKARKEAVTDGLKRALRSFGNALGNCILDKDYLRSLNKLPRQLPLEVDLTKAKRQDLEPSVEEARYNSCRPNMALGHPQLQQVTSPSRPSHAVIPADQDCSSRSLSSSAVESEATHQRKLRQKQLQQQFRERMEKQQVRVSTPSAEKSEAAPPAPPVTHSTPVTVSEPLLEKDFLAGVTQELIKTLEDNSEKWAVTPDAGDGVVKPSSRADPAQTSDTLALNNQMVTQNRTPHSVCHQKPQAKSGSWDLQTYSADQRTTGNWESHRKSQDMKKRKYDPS
* marks the source's active call; other numbers are inactive results; ? = inconclusive; . = no result given; & = joins results of further samples.

SMILES	S100A4 inh HTS	E-sel inducer	esBAF inh	Xi reactivation	EWS-Fli inh	RAD54 branch	FN deposition inh	RAD52 anneal inh
CCOC(=O)[C@]12Cc3ccccc3[C@H]1N(C)C(=O)c1cc(OC)ccc12	0.7	0.8	.	0.3	3.2	.	.	-26.4
O=[N+]([O-])/C(Cl)=C1\NCCN1Cc1ccc(Cl)nc1	-6.8	3.3	.	0.1	-0.1	.	5.5	-20.3
CC(C)(C)C(=O)NC1CCSC1=O (stereo not drawn)	-0.1	-2.3	.	0.0	7.7	.	5.5	2.4
COC(=O)[C@@H]1[C@@H](CO)[C@@H]2Cn3c(ccc(C4=CCCCC4)c3=O)[C@H]1N2C(=O)Cc1ccccn1	2.8	-0.1	1.7	0.0	4.4	-2.6	.	-9.5
CN1CCCN(C(=O)COc2cccc(C(F)(F)F)c2)CC1	10.6	-0.4	1.0	-0.1	6.4	-8.0	4.9	-0.1
O=C(N/N=C/c1c(O)n(Cc2ccco2)c(=O)[nH]c1=O)c1ccccc1O	6.2	3.9	?	0.8	-5.6	-14.7	5.2	-82.5
N=C1c2ccccc2CN1NC(=O)c1ccccc1	-5.7	0.5	.	0.0	-20.8	.	2.9	-2.2
O=c1oc2ccccc2c(O)c1C(c1ccc([N+](=O)[O-])cc1)c1c(O)c2ccccc2oc1=O	-8.2	.	-2.6	0.2	6.0	4.2	-2.1	-9.9
Nc1ccc(Cl)c(Cl)c1	-1.6	-0.2	-0.2	-0.5	6.4	-29.0	-5.7	-8.1
Cc1ccc(-c2nc3ccccc3c(=O)n2-c2ccc(Br)cn2)cc1	-5.8	-0.5	.	0.0	13.6	.	-1.9	-4.6
COc1ccc(-c2cc(=Nc3ccccc3)c3cc(C)ccc3o2)cc1	-0.5	-0.2	.	0.0	-13.5	15.5	-1.8	-31.6
C=CCN1CC[C@]23c4c5ccc(O)c4OC2C(O)CC[C@@]3(O)[C@H]1C5 (stereo partly drawn)	-6.7	.	-0.6	.	-1.2	-2.6	.	5.9
Cc1nn(CC(C)C)c(Cl)c1C(=O)O	-4.5	3.9	.	0.2	-3.4	.	-1.2	-6.2
C=CCNC(=S)/N=C/c1c(O)[nH]c(=O)[nH]c1=O	3.5	.	.	0.2	1.1	.	-0.3	-105.0
Cc1nn(Cc2ccccc2Cl)c(Cl)c1C(=O)OCC(=O)NCc1ccco1	-1.2	.	1.0	.	18.4	1.3	.	-10.0
CC1CCC(N2CCN(C(=O)COc3ccccc3)CC2)CC1 (stereo not drawn)	-0.1	.	0.5	0.0	5.4	-0.3	7.9	7.0
O=C(Cc1ccncc1)N1CCCCN2[C@H](CO)[C@H](c3ccc(C#Cc4ccccc4F)cc3)[C@H]2C1	-12.3	-0.2	-0.1	0.0	1.1	0.2	7.0	-151.5
CCOC(=O)c1ccc2c(c1)n(Cc1ccccc1)c(C)[n+]2CC	13.4	1.0	15.8	-0.2	6.1	-0.9	-8.3	-9.6
O=[N+]([O-])c1cc([As](=O)(O)c2ccc(O)c([N+](=O)[O-])c2)ccc1O	0.6	0.0	-0.1	0.0	5.7	4.0	4.0	-2.6
CC(C)CN1CCN(Cc2cccc3c2OCO3)CC1CCO (stereo not drawn)	33.9	1.2	.	-0.1	13.0	.	5.2	-6.7
CC/C(=N\Nc1ccccc1)c1c(O)[nH]c(=O)[nH]c1=O	0.5	.	-5.1	5.4	-3.7	6.6	3.2	-8.0
OCC#CC[N+]1(CC#Cc2ccccc2)CCCC1	3.2	.	-1.7	0.0	-5.4	-3.2	-10.7	-7.9
CN(C)[C@@H]1C(=O)C(C(N)=O)=C(O)[C@@]2(O)C(=O)C3=C(O)c4c(O)cccc4[C@@](C)(O)C3[C@H](O)C12 (stereo partly drawn)	2.9	-0.1	-1.4&6.4	0.0	-6.5	-21.8&-0.3	0.2	-14.1
O=C(NCCN1CCC2(CC1)C(=O)NCN2c1ccccc1)c1cccs1	23.1	0.0	.	0.1	-8.0	.	7.5	-18.1
CN(CCc1nnc(N)s1)[N+](=O)[O-]	1.4	.	.	-0.1	-2.7	.	-6.0	-8.0

Taken from the results shown (two entries):
SMILES	S100A4 inh HTS	E-sel inducer	esBAF inh	Xi reactivation	EWS-Fli inh	RAD54 branch	FN deposition inh	RAD52 anneal inh
CCOC(=O)[C@]12Cc3ccccc3[C@H]1N(C)C(=O)c1cc(OC)ccc12	0.7	0.8	.	0.3	3.2	.	.	-26.4
O=[N+]([O-])/C(Cl)=C1\NCCN1Cc1ccc(Cl)nc1	-6.8	3.3	.	0.1	-0.1	.	5.5	-20.3

New compounds follow
SMILES	S100A4 inh HTS	E-sel inducer	esBAF inh	Xi reactivation	EWS-Fli inh	RAD54 branch	FN deposition inh	RAD52 anneal inh
COC(=O)C1=C(c2cc3ccccc3o2)C[C@@H]2CC[C@H]1N2C(=O)N1CCC(C)CC1	0.6	-0.1	-24.8	0.1	-4.7	3.2	12.4	-6.7
O=C(Cc1cccnc1)N1CCCCN2[C@H](CO)[C@@H](c3ccc(C#CC4CCCC4)cc3)[C@@H]2C1	6.6	0.8	6.5	0.4	1.5	8.1	.	0.7
COC(=O)C1=C(c2ccc(OC)c(OC)c2)C[C@@H]2CC[C@H]1N2C(=O)NC1Cc2ccccc2C1	-3.0	-0.1	11.3	0.1	-2.3	4.7	10.5	-10.7
COc1ccc2c(c1)C1OCCNC1CC2 (stereo not drawn)	0.9	0.0	.	0.0	-2.4	.	9.5	-1.2
CCC(C)n1c(O)c(/C=N/Nc2nc3c(c(=O)n(C)c(=O)n3C)n2C)c(=O)[nH]c1=S (stereo not drawn)	5.1	.	.	0.0	11.8	.	-5.3	-22.8
Cn1cc(C(=O)c2ccccc2)c2ccccc21	-5.2	.	6.7	0.0	-8.3	5.2	-7.0	-2.6
CC(=O)OC1CC2(O)C3CCC4CC(O)CCC4(C)C3CCC2(C)C1C1=CC(=O)OC1 (stereo not drawn)	-6.9	5.7	.	0.0	63.0*	.	12.6	-2.5
CCC1(CCCC(=O)c2ccc(F)cc2)C(=O)NC(=S)NC1=O	0.6	.	0.0	-0.1	-10.8	6.9	-0.8	-29.2
CCNc1cc(N2CCN(C)CC2)ccc1[N+](=O)[O-]	2.3	.	-6.4	-0.1	12.8	13.8	.	-8.6
COCCOC(=O)C1=C(N)OC(C)=C(C(=O)OC)C12C(=O)Nc1ccccc12 (stereo not drawn)	-0.9	.	-4.1	.	27.8	-17.7	.	-8.7
COc1ccc(CN2Cc3cc(N4CCOCC4)ccc3-n3nncc3C2)cc1	-3.7	-0.1	-5.6	.	-1.4	-5.9	5.0	-1.5
COC(=O)C1=C(c2ccccc2)C[C@@H]2CC[C@H]1N2C(=O)NCc1ccccc1	.	1.6	-8.5	0.0	-2.7	-10.1	-3.6	.
O=C(Nc1ccccc1Cl)OC1CN2CCC1CC2 (stereo not drawn)	1.1	.	1.1	0.1	-6.3	.	0.1	2.7
Fc1ccc(CCNCc2ccc(Br)cc2)cc1	-7.8	.	2.8	0.4	4.9	-3.8	13.5	-3.3
O=C(CN1CCN(c2ccccc2F)CC1)Nc1cccnc1Cl	1.4	.	.	0.0	4.1	.	-1.9	-5.3
Cc1c(C(=O)C(=O)N2CCC3(CC2)OCCO3)c2ccccc2n1C	5.3	2.4	0.7	0.0	-5.0	-3.4	1.1	-1.6
COc1cc(C=C2C(=O)NC(=O)NC2=O)cc(OC)c1OC	-3.6	.	-1.8	0.0	-1.1	-4.5	-4.9	-16.8
CS(=O)(=O)NNP(=O)(NNS(C)(=O)=O)NC(=O)c1ccccc1	-4.2	.	-3.2	0.0	-9.9	-9.8	6.4	-7.7
N#CC1=C(N)Oc2c(c(=O)oc3ccccc23)C1c1ccc(OC(=O)N2CCOCC2)cc1 (stereo not drawn)	-4.4	.	3.0	-0.7	18.7	.	-9.7	-12.3
O=C1NC(=O)N(c2ccccc2)C(=O)/C1=C\C=C\c1ccccc1	-3.3	-1.0	.	0.5	57.7*	-8.8	1.7	-92.6
COC(=O)C1=C(c2ccc(-c3ccccc3)c(F)c2)C[C@@H]2CC[C@H]1N2C(=O)NC(C)C	1.7	0.2	-6.3	0.4	8.5	-11.2	-3.6	10.0
O=[N+]([O-])c1cc(O)c(O)c([N+](=O)[O-])c1	0.8	1.0	-9.9	-0.1	-3.1	-17.5	0.2	-12.8
O=C(C[N+]12CCC(CC1)C(CO)C2)c1ccc([N+](=O)[O-])cc1 (stereo not drawn)	3.1	.	.	0.1	4.1	.	4.8	-1.7
COC(=O)[C@@H]1[C@@H](CO)[C@@H]2Cn3c(ccc(-c4cccc(OC)c4)c3=O)[C@H]1N2CC1CC1	9.5	-0.3	2.2	0.3	6.9	-3.0	.	-6.9
CC(=O)NC(Cc1ccc(N(CCCl)CCCl)cc1)C(=O)NC(CC(C)C)C(=O)O (stereo not drawn)	11.9	0.7	.	-0.1	3.0	.	3.2	-26.3
The results go on.
SMILES	S100A4 inh HTS	E-sel inducer	esBAF inh	Xi reactivation	EWS-Fli inh	RAD54 branch	FN deposition inh	RAD52 anneal inh
O=C1NC(=O)N(CCc2ccc(F)cc2)C(=O)/C1=C/C=C/c1ccccc1	8.5	-0.1	.	0.0	66.1*	2.8	-1.2	-18.6
CCN(CC)C(=O)c1ccc(NC(=O)C2=C(C)OCCS2)cc1	-13.2	0.2	0.3	0.0	-1.0	8.6	-1.0	-8.7
COC(=O)C1=C(c2cccc(OCc3ccccc3)c2)C[C@@H]2CC[C@H]1N2C(=O)NCc1ccc(F)cc1	-6.7	-0.1	11.2	0.0	6.1	6.8	10.5	-13.8
Cc1cc(OCC(=O)NCc2ccncc2)c2c3c(c(=O)oc2c1)CCCC3	-1.6	.	-0.6	0.1	.	1.5	-4.3	-11.7
N#Cc1cccc(-c2ccc([C@H]3[C@H]4CN(C(=O)Cc5ccccc5)CCCCN4[C@H]3CO)cc2)c1	-21.5	0.4	.	0.1	4.8	0.0	.	-22.0
Cc1ccsc1C(=O)C1CCCN(Cc2sc(N(C)C)nc2Cl)C1 (stereo not drawn)	1.7	.	0.9	0.0	7.0	-4.4	1.7	-13.1
CN(C)CCN=Cc1c(O)n(-c2cccc(C(F)(F)F)c2)c(=O)[nH]c1=O	2.4	.	-6.3	.	-11.0	-6.7	.	-12.3
O=C(NCP(=O)(Oc1ccccc1)Oc1ccccc1)OCc1ccccc1	-3.3	-0.2	.	0.0	7.5	.	7.5	-22.9

The list is partial, so the mix of outcomes need not match the whole.
